Rv3671c protease: Rv3671c serine protease inhibitors, primary screen, biochemical, fluorescence polarization, M. tuberculosis H37Rv; P9WHR9; inhibition, % at 5.96 µM; 0.048% of 320,000 active; AID 2606, 2010; in the data active means inhibition above about 38%;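 further: extracellular domain of Rv3671c used as enzyme; 0% = enzyme with DMSO and 100% = no enzyme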
PrPC surface inh: inhibitors of human cell surface prion protein PrPC, primary screen, cell-based, TR-FRET | TR-FRET read-out | 0.43% of 370,000 active | inhibition, % at 13.8 µM | AID 720596, 2013; in the data active means inhibition above about 24%; further: 0% = median of the test wells and 100% = reference compound wells
BoNT-F LC inh: BoNT/F light chain protease inhibitors, primary screen, biochemical, flow cytometry, MLPCN library | 0.22% of 360,000 active | AID 588497, 2011 | inhibition, % at 10 µM | Multiplex microsphere protease cleavage assay | Botulinum neurotoxin type F light chain protease (Clostridium botulinum); in the data active means inhibition above about 35%, passing the limit was not always enough; further: plate controls were buffer without enzyme for full effect and enzyme alone for no effect
FBA Mtb inh: Mtb FBA enzyme inhibitors, primary screen, biochemical, fluorescence, strain H37Rv. Fructose-bisphosphate aldolase (Mycobacterium tuberculosis (strain ATCC 25618 / H37Rv)), …. purified M. tuberculosis FBA, fluorescence read-out. inhibition, % at 1 µM. 2.3% of 360,000 active; in the data active means inhibition above about 27%;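 further: 0% = vehicle and 100% = reference inhibitor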
Target sequence (P9WQA3 whole entry, looked up): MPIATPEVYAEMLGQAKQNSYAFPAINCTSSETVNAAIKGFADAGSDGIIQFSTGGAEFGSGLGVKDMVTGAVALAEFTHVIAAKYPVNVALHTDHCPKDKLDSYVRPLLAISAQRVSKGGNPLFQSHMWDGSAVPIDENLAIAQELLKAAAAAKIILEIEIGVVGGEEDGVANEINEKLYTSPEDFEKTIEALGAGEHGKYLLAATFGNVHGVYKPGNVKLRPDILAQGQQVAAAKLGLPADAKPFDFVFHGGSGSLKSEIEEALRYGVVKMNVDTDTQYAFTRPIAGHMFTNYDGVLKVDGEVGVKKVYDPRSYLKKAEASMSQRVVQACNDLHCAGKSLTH
BioA inh: M. tuberculosis BioA enzyme inhibitors, primary screen, biochemical, plate reader, single point, HTS; 7,8-diaminopelargonic acid synthase BioA (Mycobacterium tuberculosis); purified M. tuberculosis BioA enzyme; inhibition, % at 9.99 µM; 0.096% of 360,000 active; in the data active means inhibition above about 40%
Mtb UGM inh: M. tuberculosis UGM enzyme inhibitors, primary screen, biochemical, fluorescence polarization, single point; UDP-galactopyranose mutase (Mycobacterium tuberculosis (strain ATCC 25618 / H37Rv)), …; purified UGM, fluorescence polarization probe displacement; inhibition, % at 10 µM; 0.06% of 320,000 active; AID 504406, 2011; in the data active means inhibition above about 10%, passing the limit was not always enough
Target sequence (P9WIQ1 whole entry, looked up): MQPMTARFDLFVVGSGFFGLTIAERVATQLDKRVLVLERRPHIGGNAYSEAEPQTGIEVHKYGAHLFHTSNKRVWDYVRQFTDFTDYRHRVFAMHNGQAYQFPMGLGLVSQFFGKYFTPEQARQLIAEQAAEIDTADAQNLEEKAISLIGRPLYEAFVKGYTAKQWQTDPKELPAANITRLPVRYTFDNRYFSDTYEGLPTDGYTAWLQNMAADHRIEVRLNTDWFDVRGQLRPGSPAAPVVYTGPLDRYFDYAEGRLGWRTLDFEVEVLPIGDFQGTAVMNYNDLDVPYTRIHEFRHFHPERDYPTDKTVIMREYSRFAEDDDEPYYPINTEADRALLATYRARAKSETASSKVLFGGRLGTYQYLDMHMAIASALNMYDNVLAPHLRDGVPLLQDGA
FadD28 binding: inhibitors of FadD28 bisubstrate probe binding, primary screen, biochemical, fluorescence polarization, single point | Mycobacterium tuberculosis FadD28 fatty-acid-AMP ligase | inhibition, % at 12.5 µM | 0.22% of 360,000 active | AID 588549, 2011; in the data active means inhibition above about 8.5%, passing the limit was not always enough
MazF activator: activators of E. coli MazEF toxin-antitoxin RNase, primary screen, biochemical, fluorescence, uHTS; Endoribonuclease toxin MazF (Escherichia coli (strain K12)), P0AE70; FAM/BHQ RNA-DNA oligo cleavage fluorescence, 5 h; activation, % at 20 µM; 0.32% of 350,000 active; in the data active means activation above about 50%
Target sequence (P0AE70 whole entry, looked up): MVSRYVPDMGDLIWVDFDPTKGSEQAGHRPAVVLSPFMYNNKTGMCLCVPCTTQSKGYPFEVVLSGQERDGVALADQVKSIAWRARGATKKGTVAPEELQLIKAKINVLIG
GDH-TPI inh: GDH-TPI coupling enzyme inhibitors, primary screen, artefact control for M. tuberculosis FBA inhibitor project, biochemical, absorbance, full deck; GDH-TPI coupled enzyme counterscreen, NADH absorbance; inhibition, % at 4.8 µM; 1.2% of 360,000 active; AID 588335, 2011; in the data active means inhibition above about 30%;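 further: 0% = DMSO wells and 100% = wells lacking the enzyme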
* marks the source's active call; other numbers are inactive results; & = joins results of further samples.

Results for O=C(Nc1ncc(Cc2ccc(C(F)(F)F)cc2)s1)c1ccc(-c2cccc([N+](=O)[O-])c2)o1 ?
Rv3671c protease: 4.2; PrPC surface inh: 3.7; BoNT-F LC inh: 1.5; FBA Mtb inh: 1.1; Mtb UGM inh: 2.1; FadD28 binding: -4.9; MazF activator: 6.1; GDH-TPI inh: 14.0

What do the screens show for `COc1ccc(NC(=O)c2cnc(C)cn2)cc1-n1cnnn1`?
Rv3671c protease: 2.8; PrPC surface inh: -3.6; BoNT-F LC inh: 9.4; FBA Mtb inh: 3.5; BioA inh: 51.2*; Mtb UGM inh: 0.6; FadD28 binding: -3.9; MazF activator: -2.3; GDH-TPI inh: 8.9

How did Cc1nc2ccc(S(=O)(=O)NC(C(=O)N3CCCC3)C(C)C)cc2s1 (stereo not given) do in these assays?
Rv3671c protease: 1.1; PrPC surface inh: 8.7; BoNT-F LC inh: 3.0; FBA Mtb inh: -2.0; BioA inh: -1.4; FadD28 binding: -0.2; MazF activator: 6.7; GDH-TPI inh: -1.4

Results for CC(=O)Nc1ccc(NC(=O)COC(=O)[C@@H]2CCCN2C(=O)c2cccs2)cc1 ?
Rv3671c protease: 4.2; PrPC surface inh: 6.6; BoNT-F LC inh: -3.2; FBA Mtb inh: 2.6; BioA inh: -0.5; Mtb UGM inh: -0.4; FadD28 binding: 0.0; MazF activator: -3.7; GDH-TPI inh: 3.0

How did Cc1cc(C)c(C#N)c(SCc2cn3ccccc3n2)n1 do in these assays?
Rv3671c protease: -7.5; PrPC surface inh: -4.8; BoNT-F LC inh: -1.9; FBA Mtb inh: 4.1; Mtb UGM inh: 1.8; FadD28 binding: -1.7; MazF activator: 4.6; GDH-TPI inh: 10.1

What do the screens show for `COc1ccc(C(=O)NC(=S)Nc2ccc(Cl)c(C(=O)O)c2)cc1`?
Rv3671c protease: -5.2; PrPC surface inh: 2.0; BoNT-F LC inh: -7.3; FBA Mtb inh: -1.1; BioA inh: 1.0; Mtb UGM inh: 0.6; FadD28 binding: -1.1; MazF activator: 3.8; GDH-TPI inh: -1.0

Results for O=C(c1cccs1)N(Cc1nc2sc3c(c2c(=O)[nH]1)CCCC3)C1CCCC1 ?
Rv3671c protease: -7.3; PrPC surface inh: 4.6; BoNT-F LC inh: -2.4; FBA Mtb inh: -4.1; BioA inh: -1.1; Mtb UGM inh: -1.0; FadD28 binding: 0.4; MazF activator: -4.2; GDH-TPI inh: 2.6

Results for O=C(CNC(=O)c1ccco1)Nc1ccc(F)cc1 ?
Rv3671c protease: -4.8; PrPC surface inh: -6.2; BoNT-F LC inh: 1.2; FBA Mtb inh: -0.8; BioA inh: 0.5; Mtb UGM inh: 2.5; FadD28 binding: -1.9; MazF activator: 4.9; GDH-TPI inh: -5.6

Results for COc1ccccc1NC(=S)NCc1cccnc1 ?
Rv3671c protease: -0.7; PrPC surface inh: 5.5; BoNT-F LC inh: 3.9; FBA Mtb inh: -2.4; Mtb UGM inh: 0.4; FadD28 binding: -3.4; MazF activator: 5.1; GDH-TPI inh: -7.5

What do the screens show for `CCOC(=O)C1CCCN(C(=O)c2cccc3ccccc23)CC1` (stereo not given)?
PrPC surface inh: -8.2; BoNT-F LC inh: 1.1; FBA Mtb inh: 2.6; BioA inh: 0.1; FadD28 binding: -0.9; GDH-TPI inh: 3.1

What do the screens show for `Cn1c(C(=O)N2CCN(C(=O)c3ccco3)CC2)cc2c(=O)n3ccccc3nc21`?
Rv3671c protease: -7.5; PrPC surface inh: -4.1; BoNT-F LC inh: 2.6; FBA Mtb inh: active; BioA inh: 1.8; Mtb UGM inh: 0.7; FadD28 binding: -0.1; MazF activator: 6.6; GDH-TPI inh: 18.9

Results for CS(=O)(=O)N1CCc2cc(C(=O)N3CCN(c4ccccc4F)CC3)ccc21 ?
Rv3671c protease: 0.6; PrPC surface inh: 5.2; BoNT-F LC inh: -7.9; FBA Mtb inh: 0.7; BioA inh: 2.2; Mtb UGM inh: -2.5; FadD28 binding: -1.5; MazF activator: -26.0; GDH-TPI inh: 1.6

Brought forward from above: two compounds, followed by the next part.
What do the screens show for `Cn1c(C(=O)N2CCN(C(=O)c3ccco3)CC2)cc2c(=O)n3ccccc3nc21`?
Rv3671c protease: -7.5; PrPC surface inh: -4.1; BoNT-F LC inh: 2.6; FBA Mtb inh: active; BioA inh: 1.8; Mtb UGM inh: 0.7; FadD28 binding: -0.1; MazF activator: 6.6; GDH-TPI inh: 18.9

Results for CS(=O)(=O)N1CCc2cc(C(=O)N3CCN(c4ccccc4F)CC3)ccc21 ?
Rv3671c protease: 0.6; PrPC surface inh: 5.2; BoNT-F LC inh: -7.9; FBA Mtb inh: 0.7; BioA inh: 2.2; Mtb UGM inh: -2.5; FadD28 binding: -1.5; MazF activator: -26.0; GDH-TPI inh: 1.6

How did CC(=O)Nc1ccc(NC(=O)c2nc(S(=O)(=O)Cc3ccccc3)ncc2Cl)cc1 do in these assays?
Rv3671c protease: -3.0; PrPC surface inh: 65.1*; FBA Mtb inh: 1.8; BioA inh: 2.0; Mtb UGM inh: -0.8; FadD28 binding: -3.6; MazF activator: 10.2; GDH-TPI inh: 9.6

What do the screens show for `O=C(N/N=C/c1c(-c2ccccc2)[nH]c2ccccc12)c1cccnc1`?
Rv3671c protease: 5.9; PrPC surface inh: 2.6; BoNT-F LC inh: -13.7; FBA Mtb inh: -0.2; Mtb UGM inh: -2.5; FadD28 binding: -0.4; MazF activator: 8.5; GDH-TPI inh: 20.5

What do the screens show for `CCS(=O)(=O)N1CCCC(C(=O)NCCCOC(C)C)C1` (stereo not given)?
Rv3671c protease: -3.7; PrPC surface inh: 1.0; BoNT-F LC inh: -8.8; FBA Mtb inh: 0.4; BioA inh: 0.7; Mtb UGM inh: 2.6; FadD28 binding: -2.8; MazF activator: -2.0; GDH-TPI inh: -7.5

Results for O=C(CCS(=O)(=O)c1ccccc1)OCC(=O)N1CCN(S(=O)(=O)c2ccc(Cl)cc2)CC1 ?
Rv3671c protease: 9.6; PrPC surface inh: 4.8; BoNT-F LC inh: -5.9; FBA Mtb inh: -0.3; BioA inh: 2.4; Mtb UGM inh: -0.5; FadD28 binding: -2.2; MazF activator: 6.4; GDH-TPI inh: -7.7

What do the screens show for `COc1ccc2c(c1)-c1nc(/N=C/c3ccccc3O)sc1CC2`?
Rv3671c protease: 6.0; PrPC surface inh: -2.5; BoNT-F LC inh: -4.2; FBA Mtb inh: 3.1; BioA inh: 0.6; Mtb UGM inh: 2.7; FadD28 binding: -0.7; MazF activator: -3.3; GDH-TPI inh: -2.3

Results for COc1cc2ccccc2cc1C(=O)NC(=S)Nc1cc(C(=O)O)ccc1C ?
PrPC surface inh: -2.6; BoNT-F LC inh: 1.6; FBA Mtb inh: 1.7; BioA inh: 2.9; FadD28 binding: -3.0; MazF activator: -1.5; GDH-TPI inh: 3.8

What do the screens show for `Cn1c(SCC(=O)NNC(=O)c2ccccc2Br)nnc1C(F)(F)F`?
Rv3671c protease: 1.9; PrPC surface inh: 4.6; BoNT-F LC inh: 1.3; FBA Mtb inh: 4.0; BioA inh: -1.0; FadD28 binding: -0.4; MazF activator: 6.6; GDH-TPI inh: 10.8

How did CC1CCCN(C(=O)C(C)Sc2nc(-c3ccccc3)cc(C(F)(F)F)n2)C1 (stereo not given) do in these assays?
Rv3671c protease: 16.7; PrPC surface inh: 1.6; BoNT-F LC inh: -0.5; FBA Mtb inh: 3.8; BioA inh: 0.9; Mtb UGM inh: 1.4; FadD28 binding: -1.1; MazF activator: 1.9; GDH-TPI inh: 1.1

How did Oc1csc(Cc2nc(-c3ccc4ccccc4c3)cs2)n1 do in these assays?
Rv3671c protease: -12.2; PrPC surface inh: 3.7; BoNT-F LC inh: 0.2; FBA Mtb inh: 0.4; BioA inh: 0.0; Mtb UGM inh: -4.1; FadD28 binding: -2.0; MazF activator: -5.1; GDH-TPI inh: 20.4

What do the screens show for `CCOc1ccc2c(O)csc2c1`?
Rv3671c protease: -9.7; PrPC surface inh: -3.1; BoNT-F LC inh: 1.1; FBA Mtb inh: 0.8; Mtb UGM inh: 3.8; FadD28 binding: -1.9; MazF activator: 4.3; GDH-TPI inh: 0.0

What do the screens show for `CC(=O)c1cccc(NC(=O)Cc2coc3cc4c(cc23)CCC4)c1`?
Rv3671c protease: -23.3; PrPC surface inh: 11.8; BoNT-F LC inh: -5.3; FBA Mtb inh: 1.3; Mtb UGM inh: 1.9; FadD28 binding: -2.0; MazF activator: -3.0; GDH-TPI inh: 0.7

What do the screens show for `CC1(C)OC(=O)C(=CNCCc2ccc(O)cc2)C(=O)O1`?
Rv3671c protease: -1.6; PrPC surface inh: -1.1; BoNT-F LC inh: -3.7; FBA Mtb inh: -1.5; BioA inh: 0.1; Mtb UGM inh: -0.1; FadD28 binding: -2.3; MazF activator: 10.0; GDH-TPI inh: -1.9

Results for Cc1cc(C)c2[nH]c(=O)c(CN(Cc3cccs3)C(=S)NCc3ccco3)cc2c1 ?
Rv3671c protease: -27.1; PrPC surface inh: 8.9; BoNT-F LC inh: -3.7; FBA Mtb inh: -0.5; Mtb UGM inh: 0.4; FadD28 binding: -2.4; MazF activator: -5.5; GDH-TPI inh: 4.9

What do the screens show for `Cc1cccc(NC(=O)NCC(c2ccc(F)cc2)N2CCN(C)CC2)c1` (stereo not given)?
Rv3671c protease: -7.4; PrPC surface inh: 0.4; BoNT-F LC inh: -1.8; FBA Mtb inh: 0.4; BioA inh: 0.0; Mtb UGM inh: 2.6; FadD28 binding: -3.0; MazF activator: 18.5; GDH-TPI inh: 0.9

What do the screens show for `O=C(NCCCN1CCOCC1)c1nn(-c2ccccc2)c(=O)c2ccccc12`?
Rv3671c protease: 1.7; PrPC surface inh: -2.9; BoNT-F LC inh: -12.0; FBA Mtb inh: 2.1; BioA inh: -0.7; Mtb UGM inh: -0.5; FadD28 binding: -2.5; MazF activator: 4.1; GDH-TPI inh: -5.0

Results for Cc1nc2c3ccccc3n(CC(=O)c3ccc(F)cc3)c(=O)n2n1 ?
Rv3671c protease: -7.0; PrPC surface inh: -5.2; BoNT-F LC inh: -4.8; FBA Mtb inh: -1.0; BioA inh: -1.5; Mtb UGM inh: -3.1; FadD28 binding: -3.0; MazF activator: 6.4; GDH-TPI inh: -1.0

Results for COC(CC(=O)NNC(=S)Nc1ccccc1)OC ?
Rv3671c protease: -1.4; PrPC surface inh: -1.1; BoNT-F LC inh: 0.7; FBA Mtb inh: -5.8; BioA inh: -0.9; Mtb UGM inh: -0.9; FadD28 binding: -2.4; MazF activator: 3.0; GDH-TPI inh: 3.1

Results for C[C@H](CO)N1C[C@H](C)[C@@H](CN(C)S(=O)(=O)c2ccc(F)cc2)Oc2c(NC(=O)Nc3ccc4c(c3)OCO4)cccc2C1=O ?
Rv3671c protease: 3.5; PrPC surface inh: -0.1; BoNT-F LC inh: -3.4; FBA Mtb inh: 4.1; BioA inh: -2.0; Mtb UGM inh: 0.9; FadD28 binding: 0.0; MazF activator: 9.1; GDH-TPI inh: 7.6

Results for CN(C)C(CNc1ncnc2sccc12)c1cccs1 (stereo not given) ?
Rv3671c protease: -13.2; PrPC surface inh: 2.6; BoNT-F LC inh: -1.8; FBA Mtb inh: 4.3; Mtb UGM inh: 1.4; FadD28 binding: -0.3; MazF activator: 5.5; GDH-TPI inh: 1.3

Results for CCOC(=O)N1CCN(C(=O)C2CCN(S(=O)(=O)N3CCCC3)CC2)CC1 ?
Rv3671c protease: -2.2; PrPC surface inh: -3.9; BoNT-F LC inh: -9.9; FBA Mtb inh: 5.7; Mtb UGM inh: 3.1; FadD28 binding: 2.0; MazF activator: -20.6; GDH-TPI inh: 2.9

What do the screens show for `CCC(C)Sc1cc(-c2nc3ccc(Cl)cn3c2NC2CCCCC2)ccc1OC` (stereo not given)?
Rv3671c protease: -0.7; PrPC surface inh: 15.5&4.1; BoNT-F LC inh: -1.8&-6.4; FBA Mtb inh: 7.1; BioA inh: -2.2; FadD28 binding: -2.7; MazF activator: -61.1; GDH-TPI inh: 15.0

High-throughput results deposited in PubChem by several laboratories.

An unsorted share of the library; any-hit rate near 4.8%.
